OX1R antag-1: OX1R (HCRTR1) antagonists, primary screen, fluorescence, CHO/OX1R cells, Fluo-8 calcium, orexin A; Orexin/Hypocretin receptor type 1 (Homo sapiens), O43613; Fluo-8 calcium fluorescence; inhibition, % at 5 µM; 330,000 compounds, 0.43% hits; AID 434989, 2010;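 active = inhibition above its plate's threshold, mean inhibition of all tested compounds on the plate plus 3 SD, cut at about 37% in these data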;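 note: 0% = orexin A challenge wells and 100% = SB-334867-A antagonist wells; not every result past the cut was called active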
Target sequence (O43613 whole entry, looked up): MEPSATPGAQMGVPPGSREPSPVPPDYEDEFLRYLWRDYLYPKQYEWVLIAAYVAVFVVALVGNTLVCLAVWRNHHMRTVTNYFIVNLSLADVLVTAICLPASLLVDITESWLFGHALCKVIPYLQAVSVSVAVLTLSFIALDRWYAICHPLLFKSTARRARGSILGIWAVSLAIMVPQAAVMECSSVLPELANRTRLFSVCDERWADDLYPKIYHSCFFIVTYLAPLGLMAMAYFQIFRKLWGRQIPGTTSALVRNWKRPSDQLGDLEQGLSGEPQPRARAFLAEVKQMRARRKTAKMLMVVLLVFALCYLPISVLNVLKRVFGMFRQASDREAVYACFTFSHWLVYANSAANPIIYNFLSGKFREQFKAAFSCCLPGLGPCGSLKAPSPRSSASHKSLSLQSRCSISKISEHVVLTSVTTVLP
OX1R antag-2: antagonists of human orexin 1 receptor (OX1R); Orexin/Hypocretin receptor type 1 (Homo sapiens), O43613; inhibition, % at 6.6 µM; OX1R-expressing cells, FRET antagonist read-out; AID 485270, 2010; 330,000 compounds, 1.8% hits; in the data active = inhibition mostly above about 38%, no sharp cut-off; inactive = mostly below about 40%;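 note: 0% = agonist challenge alone and 100% = reference antagonist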
Active calls of the source: *.

SMILES | OX1R antag-1 | OX1R antag-2
COc1ccccc1C/C(N)=N/OC(=O)c1cccs1 | -2 | 15
O=C(CCS(=O)(=O)c1ccccc1)OCc1ccc([N+](=O)[O-])cc1 | -17 | -4
O=C(O)c1ccc(/C=C2\SC(=S)N(NC(=O)c3ccc(Br)cc3)C2=O)cc1 | 14 | 3
Cn1c(CSc2ccccc2)c(C#N)c2ccccc21 | 6 | 17
CCCCn1c(/N=C/c2cc(OC)ccc2O)nc2ccccc21 | -24 | -6
CCOC(=O)/C=C/[C@H]1Cc2ccccc2CO1 | 0 | 4
CCOC(=O)N1CCN(c2c(-c3ccc(C)cc3)c(=O)c2=O)CC1 | -14 | 28
CC(NC(=O)OCc1ccccc1)C(=O)OCN1C(=O)c2ccccc2C1=O (centres undefined) | 3 | 9
Nc1nc(SCC(=O)Nc2c(Br)cc([N+](=O)[O-])cc2Br)n[nH]1 | -14 | 58
Cc1cccc(N2C(=O)CCC2=O)n1 | -14 | 9
O=C(CSc1nnc2scc(-c3ccccc3)n12)Nc1ccc2c(c1)OCCO2 | -37 | 2
C=CCn1c(SCn2nnc3ccccc3c2=O)nnc1C1CCCCC1 | -13 | 27
CC(NC(=O)CNC(=O)c1sc2ccccc2c1Cl)c1ccc(S(N)(=O)=O)cc1 (centres undefined) | -24 | 19
Cc1cc(C)n(-c2ncc(-c3ccccc3)nn2)n1 | 4 | 35
Cc1cc(O)c(C2(O)C(=O)Nc3cc(Br)ccc32)cc1C (centres undefined) | -8 | 4
Cc1ccc(Nc2nc3ccccc3nc2-n2nc(C)cc2C)cc1 | -14 | 0
CCCSc1ccc(-c2nn(-c3ccccc3)cc2/C=C(/C#N)C(=O)NCCCOC)cc1 | -10 | -4
O=C(CN1CCN(Cc2ccc(F)cc2Cl)C1=O)NCCc1ccccc1 | -19 | 10
Clc1nc(NCc2cccnc2)nc(N2CCOCC2)n1 | -11 | 52
Cn1c(=O)n(C)c2cc([N+](=O)[O-])c(N3CCN(S(C)(=O)=O)CC3)cc21 | -8 | 59
CCOC(=O)c1c(N)sc(C(=O)N(C)C)c1C | -12 | 5
COc1ccc(C(=O)N2CCN(C(=O)C3CCCO3)CC2)cc1[N+](=O)[O-] (centres undefined) | -15 | 11
CN(CC(=O)Nc1ccc(S(N)(=O)=O)cc1)C1CCCCC1 | 14 | -1
Cc1cc2c(cc1S(=O)(=O)CCC(=O)NC1CCC(C)CC1)OCC(=O)N2 (centres undefined) | -25 | -4
CN(C)C(=O)c1cc(C(=O)c2ccc(C(F)(F)F)cc2)c[nH]1 | 0 | -3
Cc1cccc(NCCC(=O)c2ccc(Br)cc2)c1 | 9 | 5
Cc1nc(Cl)c2c(n1)N(CC(N)=O)C(=O)CO2 | -4 | 2
Cc1cnc(NC(=O)/C=C/c2ccc(Br)o2)s1 | 1 | 3
CCc1ccc(C(=O)/C=C/Nc2ccc(S(=O)(=O)Nc3cnc4ccccc4n3)cc2)cc1 | -16 | 7
CCN(CC)c1ccc(/C=N/NC(=O)C2CC2)cc1 | -7 | 18
C1=CC2CCC1ON2c1ccccc1 (centres undefined) | -8 | -7
Cc1ccnc(NS(=O)(=O)c2ccc(NC(=O)c3ccc(S(=O)(=O)N(C)C)cc3)cc2)n1 | 0 | 7
COc1ccc(NC(=O)CSc2nnc(C3CC3)n2N)cc1 | -1 | 10
CCOC(=O)N1CCN(Cc2cccs2)CC1 | -3 | -4
CC(C)Oc1ccc(C(=O)Nc2ccccc2N2CCCC2)cc1 | -23 | 13
COc1cccc(CNC(=O)Cn2ccc3cc(S(=O)(=O)N4CCCC4)ccc32)c1OC | -26 | 17
O=C(NC1CCCCC1)NC1CC2CCC(C1)N2C(=O)NCc1ccccc1 (centres undefined) | -15 | 14
Cc1ccccc1CS(=O)(=O)CCC(=O)NCCCN1CCOCC1 | 0 | -2
Cc1cc(C(=O)O)c(S(C)(=O)=O)s1 | -21 | 17
CC1(OC(=O)c2ccc(Cl)nc2)C(=O)C=C2C=C(c3ccsc3)OC=C2C1=O (centres undefined) | -14 | 16
COc1ccc(NC(=O)CN(C)C(=O)Cc2ccc(-c3ccccc3)cc2)cc1 | -5 | 5
O=S(=O)(Nc1ncccn1)c1ccc(-n2cnnn2)cc1 | -7 | 11
COC(=O)C(c1ccccc1)C(C(=O)OC)c1ccccc1 (centres undefined) | 4 | -9
C/C(=N\NC(=O)C1CC1)c1ccc(OC(F)F)cc1OC(F)F | -24 | 14
CCN1CCN(c2nc(N)c([N+](=O)[O-])c(Nc3cccc(C)c3)n2)CC1 | -21 | 15

Exported tab-delimited: part of the list above
canonical_smiles	OX1R antag-1	OX1R antag-2
C/C(=N\NC(=O)C1CC1)c1ccc(OC(F)F)cc1OC(F)F	-24	14
CCN1CCN(c2nc(N)c([N+](=O)[O-])c(Nc3cccc(C)c3)n2)CC1	-21	15

Continued:
SMILES | OX1R antag-1 | OX1R antag-2
CC1CCC(C(C)C)C(OC(=O)C[n+]2cc(-c3ccc(Cl)cc3)n3c2CCCCC3)C1 (centres undefined) | 12 | 18
Cc1ccc2c(CC(=O)OCC(=O)Nc3ccc(Cl)cn3)coc2c1 | -9 | 15
Oc1ccccc1C(=S)N1CCN(C(=S)c2ccccc2O)CC1 | -1 | 6
COC(=O)/C(C#N)=C/c1cc(C)sc1C | 0 | 1
O=C(CCNS(=O)(=O)c1ccccc1)NNC(=O)c1csc(N2CCOCC2)n1 | -1 | 2
O=C(CCn1c(=O)sc2ccccc21)NCCCn1ccnc1 | -7 | -6
O=C(CCCN1C(=O)/C(=C/c2ccc(F)cc2)SC1=S)NC1CCS(=O)(=O)C1 (centres undefined) | -6 | 18
O=C(COC(=O)Cc1ccccc1F)Nc1ccc(Cl)cn1 | -3 | 8
COc1ccc(S(=O)(=O)N2CCOC2CNC(=O)C(=O)NCCc2ccccc2)cc1C (centres undefined) | -21 | 15
O=C(c1ccc(Cl)c(S(=O)(=O)N2CCOCC2)c1)N1CCN(c2ccccn2)CC1 | -20 | 3
O=C(COC(=O)c1cc(=O)c2ccccc2o1)NC1CCCC1 | -1 | 0
CCC(=O)Nc1ccc(NC(=O)c2cccc(OC)c2)nc1 | 0 | 17
CC1(C)Cc2c(C#N)c(N)sc(=S)c2CS1 | -17 | 16
CC(C)C(=O)N1CCC(n2nccc2NC(=O)CCc2ccccc2)CC1 | -14 | 2
Cc1cc2cc(CN(Cc3cccs3)Cc3nnnn3CC3CCCO3)c(=O)[nH]c2cc1C (centres undefined) | -17 | 10
Cn1nnc(C(O)CNCc2ccc(Cl)cc2)n1 (centres undefined) | 6 | 14
CCOc1ccc2ccccc2c1/C=N/NC(=O)CNC(=O)C(c1ccccc1)c1ccccc1 | -46 | 19
Cc1ccc2nc(-c3cccc(Br)c3)cc(C(=O)NC3=NCCS3)c2c1 | -27 | 12
CC(OC(=O)c1ccco1)C(=O)Nc1ccc(C(F)(F)F)cc1 (centres undefined) | 1 | 7
COc1ccc(C)cc1NC(=O)NNC(=O)C(C)Oc1ccc([N+](=O)[O-])cc1 (centres undefined) | -29 | 7
CCN(CC)c1ccc([N+](=O)[O-])cc1C(=O)N1CCOCC1 | -6 | 65
Cc1[nH]nc(N=Cc2c(O)n(C)c(=O)n(C)c2=O)c1-c1ccccc1 | 0 | 10
CCCOc1ccc(C(=O)CCCC(=O)c2ccc(OCCC)cc2)cc1 | -23 | 7
CCCCN(CC)C(=O)C1CCC(=O)N(c2ccc(OC)cc2)C1c1ccc(OC)c(OC)c1 (centres undefined) | -7 | 10
O=c1c2ccccc2cnn1Cc1ccc(Cl)c(Cl)c1 | -8 | 9
CN(c1ccc(C(=O)N2CCCCC2)cc1)S(=O)(=O)c1ccccc1 | 42* | 59
Nc1c(C(=O)OCC(=O)Nc2ccc(OC(F)F)cc2)[nH]c(=O)[nH]c1=O | -4 | 17
O=C(COC(=O)CCC(=O)c1ccc(Cl)cc1)NCc1ccc(F)cc1 | -8 | 3
Cc1ccc2c(c1)N(CC(=O)N1CCN(c3ccccc3)CC1)C(=O)C(C)O2 (centres undefined) | -25 | 2
NC(=O)CC(NC(=O)c1cccc(Br)c1)c1ccc(NC2CCCCCCC2)c([N+](=O)[O-])c1 (centres undefined) | -16 | 26
COc1ccccc1C(=O)N/C(=C\c1cn(S(=O)(=O)N(C)C)c2ccccc12)C(=O)N1CCCC1 | -32 | 2
O=C(N/N=C\c1cccnc1)c1ccccc1O | -11 | 10
S=C1N(c2ccccc2)C(c2cccc3ccccc23)N2CCCN12 (centres undefined) | -10 | 12
COc1cccc(C(c2ccccc2)N2C3CCC2CN(S(=O)(=O)c2ccc(F)cc2)CC3)c1 (centres undefined) | -19 | 24
CSc1nc(=O)n2cc(C)ccc2n1 | -16 | 21
O=c1c(Br)c(N2CCCC2)cnn1-c1ccccc1 | -17 | 18
Cc1ccccc1OCC(O)CN(Cc1ccccc1O)C1CCCCC1 (centres undefined) | -35 | 29
CC1CCCC(NC(=O)CSc2nccn2C)C1C (centres undefined) | -10 | 7
COc1ccc(S(=O)(=O)N2CCOCC2)cc1NC(=O)COc1ccccc1OC | -18 | 10
CCOC(=O)NC(CC(=O)O)c1ccc(OC)c(OC)c1 (centres undefined) | 1 | 6
O=C(COc1ccc(Br)cc1CNC1CCCCC1)NCCc1ccccc1 | -20 | 12
O=C(O)/C=C/C(=O)NCC1CCC(CNC(=O)/C=C/C(=O)O)CC1 (centres undefined) | -1 | 14
CC(C)N(C(=O)COC(=O)[C@H](C)NC(N)=O)c1ccccc1 | 4 | 3
Cc1nn(CC(=O)Nc2ccccn2)c(=O)c2ccccc12 | 1 | 7
CC(=O)Nc1ccc2c(c1)C(=O)N(c1ccc(C)cc1)C2=O | 9 | 27
CN(C)c1nc2c(c(=O)[nH]c(=O)n2C)n1Cc1ccccc1Br | 2 | 16
Cc1nn(Cc2ccccc2)c(C)c1C(=O)NCCN1C(=O)S/C(=C\c2ccc(F)cc2)C1=O | -26 | -12
COc1ccc2c(c1)C1OCCC1C(c1ccco1)N2 (centres undefined) | -13 | 13
CCOc1ccccc1C(=O)NCC(=O)NCC(c1ccco1)N1CCCCC1 (centres undefined) | -31 | 20
CCOc1ccc(C2=CSC3=NCCN23)cc1Cl | -37 | 6
CC(=O)c1c(C)[nH]c(C(=O)Nc2ccc(C)c(S(=O)(=O)Nc3ccc(C)cc3C)c2)c1C | -4 | 10
CC(NC(=O)c1cc(-c2ccncc2)nc2ccc(Cl)cc12)C1CCCO1 (centres undefined) | -14 | 7
Cc1ccc(NC(=O)COC(=O)C2=COCCO2)c([N+](=O)[O-])c1 | -10 | 17
Cc1ccccc1N1CC(=O)Nc2c(oc3nc(-c4ccccc4)cc(C)c23)C1=O | -14 | 19
CN(C)/C=C/C(=O)c1ccc([N+](=O)[O-])c(CS(=O)(=O)c2ccc(Cl)cc2)c1 | -1 | 7
Cc1cccc(CN2C(=O)/C(=C\c3ccc(C(=O)NCCCN4CCN(C)CC4)cc3)Oc3ccccc32)c1 | -11 | 6
O=C(CCCSc1nc2ccccc2[nH]1)NCc1ccccc1 | -30 | 6
Cc1cccc(Oc2ncnc3oc(-c4ccccc4)cc23)c1C | -8 | 5
O=C(CC1SC(=O)N(Cc2ccc(Cl)cc2)C1=O)Nc1nccs1 (centres undefined) | -19 | 25
NC(=O)COC(=O)c1ccc(-c2ccccc2)cc1 | -11 | 26
The list goes on.
SMILES | OX1R antag-1 | OX1R antag-2
COc1ccc(Br)cc1/C=N/N1C(=O)CSC1=S | -3 | 1
CC(=O)Nc1cccc(CP(=O)(c2ccccc2)c2ccccc2)c1 | -13 | 4
COC(=O)c1c(N)nc(C)n1-c1ccc(OC)cc1 | 10 | 6
COc1ccc(OC)c(/C=N\NC(=O)c2c(C)nc3cc(C)ccn23)c1 | 13 | 6

Structural class, the entries above containing an aryl methoxy group
SMILES | OX1R antag-1 | OX1R antag-2
COc1ccccc1C/C(N)=N/OC(=O)c1cccs1 | -2 | 15
CCCCn1c(/N=C/c2cc(OC)ccc2O)nc2ccccc21 | -24 | -6
COc1ccc(C(=O)N2CCN(C(=O)C3CCCO3)CC2)cc1[N+](=O)[O-] (centres undefined) | -15 | 11
COc1ccc(NC(=O)CSc2nnc(C3CC3)n2N)cc1 | -1 | 10
COc1cccc(CNC(=O)Cn2ccc3cc(S(=O)(=O)N4CCCC4)ccc32)c1OC | -26 | 17
COc1ccc(NC(=O)CN(C)C(=O)Cc2ccc(-c3ccccc3)cc2)cc1 | -5 | 5
COc1ccc(S(=O)(=O)N2CCOC2CNC(=O)C(=O)NCCc2ccccc2)cc1C (centres undefined) | -21 | 15
CCC(=O)Nc1ccc(NC(=O)c2cccc(OC)c2)nc1 | 0 | 17
COc1ccc(C)cc1NC(=O)NNC(=O)C(C)Oc1ccc([N+](=O)[O-])cc1 (centres undefined) | -29 | 7
CCCCN(CC)C(=O)C1CCC(=O)N(c2ccc(OC)cc2)C1c1ccc(OC)c(OC)c1 (centres undefined) | -7 | 10
COc1ccccc1C(=O)N/C(=C\c1cn(S(=O)(=O)N(C)C)c2ccccc12)C(=O)N1CCCC1 | -32 | 2
COc1cccc(C(c2ccccc2)N2C3CCC2CN(S(=O)(=O)c2ccc(F)cc2)CC3)c1 (centres undefined) | -19 | 24
COc1ccc(S(=O)(=O)N2CCOCC2)cc1NC(=O)COc1ccccc1OC | -18 | 10
CCOC(=O)NC(CC(=O)O)c1ccc(OC)c(OC)c1 (centres undefined) | 1 | 6
COc1ccc2c(c1)C1OCCC1C(c1ccco1)N2 (centres undefined) | -13 | 13
COc1ccc(Br)cc1/C=N/N1C(=O)CSC1=S | -3 | 1
COC(=O)c1c(N)nc(C)n1-c1ccc(OC)cc1 | 10 | 6
COc1ccc(OC)c(/C=N\NC(=O)c2c(C)nc3cc(C)ccn23)c1 | 13 | 6
